# Screening data deposited in PubChem BioAssay by several laboratories.
# CendR NRP1 mod = modulators of CendR peptide binding to human neuropilin-1. O14786. actives 0.85% (n = 360,000). inhibition, % at 25 µM. FAM-RPARPAR peptide binding to NRP-1, fluorescence polarization;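 active = inhibition or corrected inhibition above about 18%, plus a signal ratio from 0.5 to 1.5, limit read from the data, passing the limit was not always enough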; also: strong numbers were not always called active
# STEP block = inhibitors of human striatal-enriched phosphatase STEP; P54829; recombinant STEP, OMFP fluorogenic substrate, fluorescence; inhibition, % at 20 µM; actives 0.25% (n = 360,000); AID 588621;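 active = inhibition at 20 µM, scaled per plate between control wells, above about 37%, limit read from the data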;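 also: 0% = DMSO with enzyme and substrate and 100% = substrate only without enzyme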
#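 Also added – OMFP at 25 µM · Test system – STEP tyrosine phosphatase · Technique – FITC-channel fluorescence of OMFP product · Schedule – 20 min at room temperature, dark · Evaluation – control-normalized % inhibition with plate pattern correction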
# E coli Lon inh = inhibits E. coli Lon protease; P0A9M0; purified E. coli Lon protease, fluorescence polarization; inhibition, % at 7.94 µM; actives 0.42% (n = 360,000); AID 602123; in the data active = inhibition above about 13%, passing the limit was not always enough;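 also: 0% = enzyme with probe and DMSO and 100% = no enzyme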
# MsrA inh = bovine MsrA inhibition; purified bovine MsrA, absorbance read-out; inhibition, % at 15.5 µM; actives 0.75% (n = 360,000); in the data active = inhibition above about 4.5%;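 also: 0% = vehicle wells with enzyme and 100% = reference inhibitor wells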
# LMPTP inh = LMPTP (human) inhibition. P24666. actives 0.22% (n = 360,000). recombinant LMPTP-A, OMFP fluorogenic substrate, fluorescence intensity. AID 651560. inhibition, % at 20 µM;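 active = compounds that cut the enzyme signal by at least half of the control window in the single-dose screen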;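 also: plate controls were DMSO wells with enzyme plus substrate for no effect and substrate without enzyme for full effect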
#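 Buffer or medium: Bis-Tris pH 6.0, DTT, detergent; Assay system: LMPTP-A enzyme; Quantity: 0.625 nM enzyme; Detection: endpoint fluorescence intensity; Times: 50 min dark incubation at room temperature; Controls: substrate-only low control, DMSO enzyme-plus-substrate high control; Doses: single 20 µM dose; Read-out: percent inhibition versus substrate-only and uninhibited controls; Reagent: 400 µM OMFP.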
# TbMetRS inhib = Trypanosoma brucei MetRS inhibition; purified T. brucei MetRS, ATP depletion, Kinase-Glo luminescence; inhibition, % at 11.9 µM; actives 0.4% (n = 360,000);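 active = inhibition above a per-plate cutoff of the control wells' mean inhibition plus 3 SD, cut at about 5.5% in these data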;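 also: 0% = DMSO wells median and 100% = median of wells with control inhibitor compound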
#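 assay system = parasite MetRS enzyme | timing = 15 min preincubation, 2 h reaction, all 25 °C | evaluation = percent inhibition relative to median high and low control wells | medium = HEPES buffer containing pyrophosphatase, BSA, spermine, DTT | compound = single dose, 11.9 µM final nominal, 0.9% final DMSO | detection = Kinase-Glo luminescence, ATP depletion format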
# Scp1 inh = Scp-1 (human) phosphatase inhibition; inhibition, % at 20 µM; Recombinant Scp1, phosphopeptide, malachite green phosphate absorbance; Q9GZU7; actives 0.88% (n = 340,000); AID 493091;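 active = inhibition above about 50% at 20 µM, limit read from the data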;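 also: plate controls were DMSO wells with enzyme for no effect and wells lacking enzyme for full effect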
#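 Times: enzyme reaction 45 min at room temperature, colour 5 min, stabilisation 30 min. Material: SCP-1 catalytic fragment, aa 76-261. Medium: Acidic Tris acetate buffer with magnesium and detergent. Signal: colorimetric free-phosphate detection, absorbance 630 nm. Read-out basis: % inhibition of SCP-1 phosphate liberation. Reagent: Phosphorylated 17-residue peptide substrate.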
# DNMT1 block = blocks human DNA methyltransferase DNMT1. P26358. DNMT1 molecular beacon, Hinp1I cleavage, fluorescence. inhibition (reported as % activation of signal), % at 10 µM. actives 0.83% (n = 360,000); in the data active = inhibition above about 50%
# Target sequence (P26358 504-1616 limits assumed): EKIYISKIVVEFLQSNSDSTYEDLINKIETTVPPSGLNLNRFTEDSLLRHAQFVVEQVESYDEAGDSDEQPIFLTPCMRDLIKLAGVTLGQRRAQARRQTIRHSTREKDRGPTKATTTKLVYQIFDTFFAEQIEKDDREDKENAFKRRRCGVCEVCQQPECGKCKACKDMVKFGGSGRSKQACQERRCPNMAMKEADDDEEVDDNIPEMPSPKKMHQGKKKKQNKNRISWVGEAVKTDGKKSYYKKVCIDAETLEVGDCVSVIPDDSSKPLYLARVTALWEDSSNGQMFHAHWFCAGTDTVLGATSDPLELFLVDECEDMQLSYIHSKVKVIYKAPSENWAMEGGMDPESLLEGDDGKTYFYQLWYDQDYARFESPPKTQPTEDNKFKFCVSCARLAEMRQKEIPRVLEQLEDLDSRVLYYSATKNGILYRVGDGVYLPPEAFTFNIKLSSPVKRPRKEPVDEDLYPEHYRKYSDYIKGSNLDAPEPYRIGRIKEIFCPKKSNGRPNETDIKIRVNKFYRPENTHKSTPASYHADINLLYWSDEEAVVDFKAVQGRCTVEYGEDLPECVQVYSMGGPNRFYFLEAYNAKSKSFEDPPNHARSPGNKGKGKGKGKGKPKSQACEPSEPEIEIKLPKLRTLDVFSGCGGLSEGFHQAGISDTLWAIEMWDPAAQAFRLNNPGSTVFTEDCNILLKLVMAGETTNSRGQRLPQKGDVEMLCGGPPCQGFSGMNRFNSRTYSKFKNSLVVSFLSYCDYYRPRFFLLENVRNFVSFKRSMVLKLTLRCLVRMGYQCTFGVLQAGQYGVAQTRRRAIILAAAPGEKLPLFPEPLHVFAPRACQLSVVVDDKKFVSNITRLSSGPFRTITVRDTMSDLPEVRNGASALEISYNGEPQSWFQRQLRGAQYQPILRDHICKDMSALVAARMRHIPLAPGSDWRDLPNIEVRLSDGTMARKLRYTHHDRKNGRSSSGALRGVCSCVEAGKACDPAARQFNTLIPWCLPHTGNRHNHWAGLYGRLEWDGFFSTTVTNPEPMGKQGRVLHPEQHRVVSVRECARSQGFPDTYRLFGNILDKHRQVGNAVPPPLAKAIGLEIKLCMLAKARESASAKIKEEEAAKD
# bovine MsrA act = activators of bovine methionine sulfoxide reductase A | actives 0.3% (n = 360,000) | purified bovine MsrA, absorbance read-out | activation, % at 10.6 µM; in the data active = activation above about 7.5%;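 also: 0% = vehicle and 100% = reference activator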
# SUMO1 PPI mod = modulators of human SUMO1-mediated protein-protein interactions; P63165; SUMO1 binding to a labelled peptide, TR-FRET, 1 h; inhibition, % at 20 µM; actives 0.33% (n = 360,000); AID 602429; in the data active = inhibition above about 37%
# * = called active by the depositor; . = not tested or not shown.
smiles	TbMetRS inhib	Scp1 inh	STEP block	bovine MsrA act	LMPTP inh	E coli Lon inh	DNMT1 block	CendR NRP1 mod	SUMO1 PPI mod	MsrA inh
O=C(Nc1nccs1)c1ccc(S(=O)(=O)N2CCOCC2)cc1	-0.6	-2	2	-3	-1.1	1	-4	-6	3	0.7
COc1cccc(CNC(=O)c2cccc(Br)c2)c1	0.2	-6	0	-3	0.5	-3	-1	-1	2	1.5
CCn1c(=S)[nH]c2cc(S(=O)(=O)N3CCOCC3)ccc21	0.1	-18	5	0	-3.4	3	-3	14	6	0.0
CCOC(=O)Nc1ccc(C(N)=O)cc1	-0.6	1	0	-5	-0.9	-1	4	-12	-1	-0.7
O=C(CN1C(=O)CC(c2ccccc2)S(=O)(=O)c2ccccc21)N1CCCCC1 (stereo unspecified)	-0.3	4	-2	-4	1.0	6	1	7	-2	-1.5
Cc1ccc(Oc2ccc(S(=O)(=O)NCC(C)(C)N3CCOCC3)cc2)cc1	-0.4	-2	0	-1	0.1	-23	-2	5	0	-0.6
COc1ccc(-c2ccc(NCCN3CCOCC3)nn2)cc1OC	-0.8	-12	2	-3	-1.8	-6	-13	5	-5	0.9
O=C(COC(=O)c1cccc([N+](=O)[O-])c1)c1ccc(OCc2ccccc2)cc1	-0.7	-20	4	0	1.9	-1	6	2	-2	-0.7
CC(=O)NCCNC(=O)c1cc(-c2cccc3ccccc23)nc2ccccc12	-0.1	-6	1	-4	-0.7	-4	1	5	-14	1.1
COCCSc1ccccc1C(=O)Nc1cc([N+](=O)[O-])ccc1OC	-0.3	-11	3	-3	-0.5	-6	1	-4	-19	1.6
NC(c1csc(Nc2ccccn2)n1)C1CCCCC1 (stereo unspecified)	-0.2	.	-4	-3	-1.0	-4	5	-8	-1	0.6
CCOc1ccc(Oc2ccc(NC(=O)[C@@H](NC(N)=O)[C@@H](C)CC)cc2)cc1	-0.8	-11	2	-4	-0.2	3	33	7	-3	0.6
COc1cccc(NC(=O)CCN2C(=O)c3ccc([N+](=O)[O-])cc3C2=O)c1	0.1	-3	-3	1	-0.8	-8	-4	10	-16	-0.6
Cn1c(=O)n(CCOc2ccc(Cl)cc2Cl)c2ccccc21	-1.1	-7	5	-12	-0.2	-13	2	6	4	-0.2
Cc1ccc(Oc2ccc(/C=N/O)cn2)cc1	-0.9	-14	-1	-4	-1.2	2	2	3	-5	-0.5
O=C(Nc1ccc(S(=O)(=O)NCC2CCCO2)cc1)c1cnccn1 (stereo unspecified)	0.1	-9	1	-3	-0.2	12	-1	24	0	2.5
CC[C@@H](C)[C@H](C(CC(=O)N1CCCC1[C@@H](OC)[C@H](C)C(=O)N[C@H](Cc1ccccc1)c1nccs1)OC)N(C)C(=O)[C@H](NC(=O)[C@@H](C(C)C)N(C)C)C(C)C (stereo partly specified)	-0.4	2	-2	-7	1.1	-6	5	4	3	0.1
O=C(Cc1cccs1)NCc1ccc(Cl)cc1	0.1	3	1	-3	-0.4	-13	-1	11	5	-0.8
CNC(=O)Cn1nc(-c2ccc(C)cc2)c2ccccc2c1=O	0.2	-10	-2	-4	1.0	-11	3	12	-3	-0.9
Cc1noc(C)c1CSCC(=O)Nc1cc(S(C)(=O)=O)ccc1Cl	-0.3	-2	-3	-4	0.3	-15	-2	-6	-1	0.1
Cc1ccc(C(=O)CCC(=O)OCC(=O)NNC(=O)c2ccccc2Cl)cc1	-0.1	-8	-4	-3	-0.5	1	4	1	3	0.5
COc1ccc2c(c1)c(CCNNC(=O)C(C)(C)C)c(C)n2C(=O)c1ccc(Cl)cc1	-0.4	-3	-1	-5	1.7	-3	-4	3	-1	-0.2
COc1ccc(N2C(=O)C3CCCN3C2c2cc(OC)c(OC)c(OC)c2)cc1 (stereo unspecified)	-1.1	0	-2	-11	-0.8	0	9	-8	4	0.8
Cc1ccnc(NC(=O)c2ccc3[nH]c(=O)c(=O)[nH]c3c2)c1	-0.3	-9	2	-4	-1.2	9	1	2	10	1.1
COc1ccc(C2(CNC(=O)c3ccccc3)CCCC2)cc1OC	-0.4	2	-1	1	-0.2	-7	4	12	-1	-0.4
Cc1onc(-c2c(F)cccc2Cl)c1C(=O)N1C=CC(C(F)(F)Cl)=NCC1	-0.5	-10	-4	0	-1.7	-9	0	-1	3	3.9
CC1CN(C2CCN(S(=O)(=O)c3ccc4ccccc4c3)CC2)CC(C)O1 (stereo unspecified)	-0.1	-4	-2	2	-2.4	-9	-5	-13	0	-0.1
C[C@]12CC[C@@H]3c4cc(O)c(O)cc4CC[C@H]3[C@@H]1CC[C@@H]2O	-1.3	-14	-2	-12	0.0	-7	-4	-1	-1	0.2
CN(C)S(=O)(=O)c1cccc(NC(=O)c2ccncc2)c1	-0.8	-4	-4	-3	-2.1	-6	-3	-5	-2	0.5
O=C(CCc1nc2ccccc2c(=O)[nH]1)N1CCN(c2ccccc2Cl)CC1	-0.4	-6	-4	-1	-1.1	-4	1	19	2	0.2

# Molecules from the list above containing two or more sulfur atoms, in the order listed:
smiles	TbMetRS inhib	Scp1 inh	STEP block	bovine MsrA act	LMPTP inh	E coli Lon inh	DNMT1 block	CendR NRP1 mod	SUMO1 PPI mod	MsrA inh
O=C(Nc1nccs1)c1ccc(S(=O)(=O)N2CCOCC2)cc1	-0.6	-2	2	-3	-1.1	1	-4	-6	3	0.7
CCn1c(=S)[nH]c2cc(S(=O)(=O)N3CCOCC3)ccc21	0.1	-18	5	0	-3.4	3	-3	14	6	0.0
Cc1noc(C)c1CSCC(=O)Nc1cc(S(C)(=O)=O)ccc1Cl	-0.3	-2	-3	-4	0.3	-15	-2	-6	-1	0.1

# More entries follow:
smiles	TbMetRS inhib	Scp1 inh	STEP block	bovine MsrA act	LMPTP inh	E coli Lon inh	DNMT1 block	CendR NRP1 mod	SUMO1 PPI mod	MsrA inh
COc1cccc(NC(=O)C(NCCc2ccc(S(N)(=O)=O)cc2)c2ccccc2)c1 (stereo unspecified)	0.0	4	-2	-9	0.9	-5	-4	14	-2	0.4
CCNC(=O)CC1C(=O)N(c2ccc(F)cc2)C(=O)N1CCC(C)C (stereo unspecified)	-0.2	-4	-4	-2	-0.1	-3	2	4	-3	0.1
CCNC(=O)C1CCCN1S(=O)(=O)c1ccc2ccccc2c1 (stereo unspecified)	0.0	10	0	-2	-0.5	-13	0	4	-4	0.9
CN(C)CCCNC(=O)C1CCNCC1	0.2	-2	-4	-2	-11	-1	-3	11	-1	0.8
Cc1ccc(S(=O)(=O)N(C)c2ccc(OCC(=O)Nc3nc4c(ccc5ccccc54)s3)cc2)cc1	-0.3	-12	-2	-5	2.5	-2	-15	-12	-4	1.2
CC(C)CNC(=O)C1C2C=CC(C2)C1C(=O)O (stereo unspecified)	0.1	-6	1	-2	-0.2	2	1	9	6	0.1
Cc1ccc(-n2[nH]c(C)c(/C=N/n3c(C)nc4ccccc4c3=O)c2=O)cc1	-3.0	-14	1	0	-0.6	-7	-2	-13	7	-1.3
CCn1c(SCC(=O)N/N=C/c2ccccc2OCC(=O)O)nnc1-c1ccc(C(C)(C)C)cc1	-0.8	4	1	-7	0.3	-7	-1	10	0	0.8
CCCn1c(N)c(Br)c(=O)[nH]c1=O	-0.5	-5	-1	-7	-2.2	-1	5	12	-3	-1.2
OC(c1ccccc1)c1ncc(-c2cccc(C(F)(F)F)c2)[nH]1 (stereo unspecified)	-0.2	.	-3	-1	0.7	-2	5	1	-1	0.2
CC(=O)Nc1ccccc1C(=O)C(=O)Nc1ccc(C)c(C)c1	-0.3	-1	-3	-4	0.0	-4	-3	-1	-5	0.3
COc1ccc(N2C(=O)C3CCCN3C2c2ccccc2OC)cc1 (stereo unspecified)	0.3	-8	-1	1	-1.5	-3	-1	3	-4	-0.3
COc1cccc(OC)c1C(=O)N[C@@H]1C(=O)N2[C@@H]1SC(C)(C)[C@@H]2C(=O)O	0.1	-8	-2	-1	-0.7	9	2	12	13	-0.1
CCC(=O)N1N=C(c2ccc(C)cc2)CC1c1ccco1 (stereo unspecified)	-0.5	-11	-1	-3	-0.7	2	-2	6	1	0.0
COc1ccc(OC)c(NC(=O)CC2SC(=NCc3ccccc3)NC2=O)c1 (stereo unspecified)	0.0	-2	1	-2	-1.4	-3	1	-1	7	-0.5
O=[N+]([O-])c1ccc(N=Nc2ncc[nH]2)cc1	-1.1	2	-1	-7	1.5	-20	-4	-9	-49	1.5
Cc1cc(NCCCn2ccnc2)n2c(nc3ccccc32)c1C#N	-0.2	-4	-1	0	5.5	-10	21	-14	1	1.7
COc1cccc(C2C3=C(N=C4SCC(=O)N42)c2ccccc2CC3)c1OC (stereo unspecified)	-0.3	-2	3	2	-3.2	2	-8	9	-13	0.2
CCOC(=O)[C@@H]1[C@H]2COc3cc(OC)ccc3[C@@H]2N2C(=O)N(c3ccc(OC)cc3)C(=O)[C@@]12C	-0.3	-8	-1	0	-1.2	-11	2	3	-5	0.0
O=S(=O)(Nc1ccccc1Br)c1cccc2cccnc12	0.7	.	0	-2	2.4	3	1	-8	-1	0.3
CC(=O)NC1(c2nnnn2CCOC(=O)Nc2ccc(Cl)cc2)CCCCC1	-0.4	4	0	-6	0.8	-3	1	-14	2	0.4
O=C(Nc1ccc2c(c1)CCCN2C(=O)c1ccccc1)c1ccccc1	-2.2	4	1	-3	0.8	-4	0	0	-3	-0.5
COC(=O)c1ccc(C(=O)OC)c(NC(=O)CSc2ccccn2)c1	-0.6	-6	3	1	0.2	-4	1	6	1	1.7
C=CCC[C@@H](Cc1ccc(F)cc1)C(=O)OC[C@H](Cc1c[nH]c2ccccc12)NC(=O)[C@@H](CC=C)CC(=O)N[C@H](CO)Cc1ccccc1	-0.2	-8	-3	-3	1.1	3	6	-1	-1	0.0
O=C(Nc1ccc(Br)cc1)c1ccc(-n2cnnn2)cc1	1.2	-8	-2	-2	0.0	-4	0	7	1	0.9
Nc1ncnc(Nc2ccccc2Oc2ccccc2)n1	-0.3	-3	0	-1	-0.6	-6	-3	-8	2	-0.1
COCCCn1cc(CN2CC(N3CCCC3)CS2(=O)=O)nn1 (stereo unspecified)	-1.4	.	.	-10	-1.7	5	.	18	-2	1.0
O=C(CNC(=O)c1ccncc1)N/N=C/c1ccccc1[N+](=O)[O-]	-0.7	3	3	-6	-1.5	0	-2	3	-18	0.9
O=S(=O)(Nc1ccc2c(c1)OCCO2)c1cccc(F)c1	-0.4	-9	-2	-3	-0.4	4	-4	14	3	0.3
